TDP2 inh – blocks human TDP2 phosphodiesterase activity; 370,000 tested, 0.34% active; inhibition, % at 12.8 µM; recombinant TDP2, T5PNP hydrolysis, p-nitrophenol absorbance 415 nm; AID 720702; O95551;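 active means inhibition above the mean of all tested compounds plus 3 SD, set per campaign, cut at about 25% in these data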;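 further: 0% = DMSO with enzyme and 100% = buffer with substrate but no TDP2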
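System: recombinant human TDP2 / Amount: 120 nM TDP2 per well / Also added: 5 mM T5PNP chromogenic substrate / Doses: 12.8 µM single point, 1% DMSO / Incubation: 2 h at 37 °C / Detection: p-Nitrophenol epi absorbance / Evaluation: % inhibition relative to enzyme-containing and enzyme-free wells / Repeats: singlicate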
UHRF1 MBD2 ctr – blocks human UHRF1 binding to methylated DNA. Q96T88. UHRF1 binding to methylated oligo, TR-FRET. inhibition, % at 4.4 µM. 370,000 tested, 0.75% active; in the data active means inhibition above about 21%;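 further: UHRF1 SRA domain binding a hemimethylated CpG hairpin DNA probe; 0% = median of test compound wells and 100% = reference inhibitor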
Target sequence (Q96T88 whole entry, looked up, the tested form may be a part): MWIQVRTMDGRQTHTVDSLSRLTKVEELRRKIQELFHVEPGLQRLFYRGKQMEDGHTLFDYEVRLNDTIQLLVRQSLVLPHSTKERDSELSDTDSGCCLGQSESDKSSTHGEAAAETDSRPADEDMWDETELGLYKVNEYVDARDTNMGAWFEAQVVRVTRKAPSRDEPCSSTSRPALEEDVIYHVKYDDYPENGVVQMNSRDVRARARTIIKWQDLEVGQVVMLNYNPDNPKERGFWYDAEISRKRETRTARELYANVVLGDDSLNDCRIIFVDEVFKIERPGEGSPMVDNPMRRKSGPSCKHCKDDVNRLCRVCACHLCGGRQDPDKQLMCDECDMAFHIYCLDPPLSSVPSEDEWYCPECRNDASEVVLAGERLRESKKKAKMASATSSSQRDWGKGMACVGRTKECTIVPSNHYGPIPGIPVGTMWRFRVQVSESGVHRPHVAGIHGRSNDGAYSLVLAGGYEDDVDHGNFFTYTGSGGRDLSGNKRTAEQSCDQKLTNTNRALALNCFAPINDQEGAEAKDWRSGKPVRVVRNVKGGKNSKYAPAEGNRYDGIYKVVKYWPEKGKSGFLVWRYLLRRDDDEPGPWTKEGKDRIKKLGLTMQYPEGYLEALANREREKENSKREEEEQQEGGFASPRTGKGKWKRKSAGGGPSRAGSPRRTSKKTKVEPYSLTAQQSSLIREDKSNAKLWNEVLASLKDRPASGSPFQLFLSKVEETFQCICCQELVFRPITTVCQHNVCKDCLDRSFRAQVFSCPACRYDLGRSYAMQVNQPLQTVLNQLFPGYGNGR
KLK7 zymogen act – proKLK7 (human) activation, primary screen. P49862. purified proKLK7, EDANS-DABCYL substrate fluorescence; 100% is mature enzyme control, 0% vehicle. activation, % at 7 µM. 370,000 tested, 0.9% active;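 active means activation above the mean of all tested compounds plus 3 SD, computed per campaign excluding outliers beyond control limits, cut at about 13% in these data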
SIAE inh – human SIAE inhibition, primary screen | Q9HAT2 | SIAE FP-Rh probe binding, fluorescence polarization | inhibition, % at 9.66 µM | 370,000 tested, 0.69% active | AID 1053197;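 active means inhibition above a cutoff: mean of compounds within the control limits plus 3 SD of those, cut at about 17% in these data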;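 further: 0% = plate median of compound wells and 100% = probe without SIAE protein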
MBD2 DNA inh – inhibitors of human MBD2 binding to methylated oligonucleotide | 370,000 tested, 0.31% active | TR-FRET | AID 686964 | inhibition, % at 4.4 µM | Q9UBB5; in the data active means inhibition above about 13%
Tn6 DDE FP – DD(E)-Tn6 binding inhibition, primary FP screen | P02675 | Fibrin DD(E) TRITC-Tn6 fluorescence polarization displacement | inhibition, % at 8.3 µM | 370,000 tested, 0.21% active;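 active means inhibition above a per-campaign cutoff: mean of compounds within control limits plus 3 SD, cut at about 15% in these data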;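 further: 0% = median of all compound wells on the plate and 100% = blocking peptide control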
LEDGF integ inh – blocks HIV-1 LEDGF/p75-dependent DNA integration. 370,000 tested, 0.64% active. TR-FRET IN-LEDGF/p75 DNA integration, Eu/Cy5. inhibition, % at 3.7 µM. AID 743269;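 active means inhibition above the screen-wide mean plus 3 SD, cut at about 13% in these data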;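 further: signal is the Cy5 over europium emission ratio at 671 and 618 nm; 0% = plate median of compound wells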
TCR CD3 inh – blocks the human TCR-CD3 interaction; TAMRA-labeled TCR probe fluorescence, biochemical; inhibition, % at 9.4 µM; 360,000 tested, 0.37% active; in the data active means inhibition above about 19%;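 further: recombinant mutant TCR 2C K166C tagged with TAMRA read by polarization; 0% = receptor in buffer alone and 100% = receptor with positive control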
PRMT1 inh – PRMT1 (human) inhibition, primary screen; Q99873; recombinant PRMT1, activity-based probe fluorescence polarization; inhibition, % at 2.79 µM; 370,000 tested, 1.3% active; AID 652257;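 active means inhibition above about 21% made by adding two undisclosed values, limit read from the data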
Tn7 DDE FP – DD(E)-Tn7 binding inhibition, primary FP screen; P02675; FP displacement of FITC-Tn7 peptide from fibrin DD(E); 0% = median of compound wells per plate; inhibition, % at 8.3 µM; 370,000 tested, 0.13% active; AID 720508;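 active means inhibition above the mean of compounds falling within the control limits plus 3 SD of them, cut at about 14% in these data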;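 further: 0% = plate median of compound wells and 100% = 10 µM Aha-Tn7 peptide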
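Assay system: human fibrin DD(E). Input: DD(E) 2 µM final. Medium: Tris buffer with calcium and detergent, pH 7.8. Compound dosing: single point at 8.3 µM. Timing: 10 min plus 3 h, room temperature. Technique: fluorescence polarization of the labelled Tn7 tracer. Read-out: percent inhibition. Replicates: singlicate testing.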
An asterisk follows results filed as active.

SMILES | TDP2 inh | UHRF1 MBD2 ctr | KLK7 zymogen act | SIAE inh | MBD2 DNA inh | Tn6 DDE FP | LEDGF integ inh | TCR CD3 inh | PRMT1 inh | Tn7 DDE FP
O=C(NNC(=O)c1ccccc1Cl)c1cc2cc(OC(F)(F)F)ccc2[nH]1 | 4 | 1 | -0.3 | -13 | -1 | -10 | -3 | -5 | 7 | -1
O=C(/C=C/c1ccc2c(c1)OCO2)Nc1nncs1 | 12 | 1 | 13* | -39 | 2 | 3 | -2 | 5 | -3 | 1
O=c1oc2ccc(Cl)cc2nc1/C=C(\O)c1ccco1 | -13 | 4 | -0.4 | 1 | -2 | 0 | -1 | -5 | 12 | 0
COc1cccc(C2Nc3c(F)cc(Br)cc3C3C=CCC32)c1OC (stereo unspecified) | 9 | -2 | -0.6 | 2 | 1 | -3 | 0 | 2 | -3 | -2
CCCS(=O)c1nc(C)cc(C)c1S(C)(=O)=O (stereo unspecified) | 10 | 1 | -0.2 | 4 | -3 | -1 | 2 | 1 | 2 | 2
CCc1cc2cc(C)cc(C)c2nc1SCC(=O)Nc1cc(C)on1 | -4 | 0 | -0.2 | -3 | 4 | 0 | 0 | 2 | -2 | -4
O=C(COc1ccccc1Cl)N1CCc2ccccc2C1 | -6 | 0 | -0.1 | -3 | -4 | 6 | 0 | 0 | 4 | 8
COc1ccc(C(=O)/C(=C/c2cccs2)c2nc3ccccc3o2)cc1 | 7 | 2 | -0.3 | -10 | -3 | 7 | -2 | -3 | 5 | 5
O=C(O)CCC1(CCC(=O)O)CCCC(CCC(=O)O)(CCC(=O)O)C1=O | 1 | -1 | -0.3 | -9 | -2 | 1 | -3 | 6 | 0 | -2
COC(=O)c1cc(C)[nH]c2c(C)cc3nc4ccccc4c3c12 | 5 | 0 | -4.7 | 3 | 1 | -14 | -3 | 0 | -1 | -2
Cc1ccc(Cn2cc(CCC(=O)O)c3ccccc32)cc1 | -8 | 10 | 0.2 | 2 | 0 | -2 | 5 | 0 | -2 | -4
CCCCC1=NN2C(=N)CC(=O)N=C2S1 | 4 | -2 | 2.0 | -11 | -5 | -1 | 1 | 10 | 2 | -3
O=[N+]([O-])c1cc(-c2cnc3ccccc3n2)ccc1Oc1ccc(Cl)cc1 | 3 | -2 | 0.0 | 7 | -2 | -7 | 1 | 1 | -1 | -5
N#C/C(=C\Nc1ccc2cn[nH]c2c1)c1nc(-c2ccccc2)cs1 | 3 | -3 | -1.3 | 5 | -1 | 1 | 1 | -5 | -3 | -4
CC(C)(C)NS(=O)(=O)c1ccc(CCC(=O)Nc2cc(Cl)ccc2Oc2ccccc2)cc1 | -1 | 2 | -0.2 | -22 | -5 | -3 | 1 | -7 | 0 | -1
CCc1ccc(NC(=O)CSc2nnc(CNC(=O)c3c(F)cccc3Cl)o2)cc1 | -2 | -1 | 0.0 | 4 | -1 | 9 | 2 | 4 | 1 | 0
COC(=O)c1cc(NS(=O)(=O)c2ccc(N3CCC(C)CC3)c([N+](=O)[O-])c2)cc(C(=O)OC)c1 | -4 | 4 | -0.3 | -14 | -3 | -6 | 2 | -4 | -1 | -5
CCOc1ccc(C(C)C)cc1S(=O)(=O)n1nc(C)cc1C | 7 | 0 | -0.1 | 3 | -6 | -8 | 0 | 5 | 1 | -1
COc1ccc(-n2c(NC(=O)c3ccco3)c(C#N)c3nc4ccccc4nc32)cc1 | 60* | 11 | 4.9 | 1 | 3 | 3 | 7 | 2 | 15 | -1
Cc1ccc(/C=N/NC(=O)c2ccc(OC3CCCC3)cc2)o1 | 4 | -2 | 0.9 | 7 | -3 | 4 | -3 | -6 | 7 | 2
O=C(COC(=O)/C=C/c1cccs1)Nc1nc(-c2ccccc2)cs1 | 10 | -3 | -0.3 | 8 | -4 | 2 | 4 | 0 | -4 | 1
Cc1oc(-c2cccc(F)c2)nc1CN1CCCN(C(=O)c2ccco2)CC1 | -1 | 0 | 0.9 | 4 | 2 | 10 | 1 | 0 | 3 | 1
CC(=O)c1cccc(NC(=O)N2CCC(NC(=O)C3CCCCC3)CC2)c1 | 11 | 0 | -0.2 | 9 | 1 | 4 | 0 | 7 | -1 | -4
O=C(CSc1nnc(CNC(=O)c2cccs2)o1)Nc1ccc(F)cc1F | 2 | 0 | -0.3 | -2 | 4 | 0 | -1 | -7 | 4 | 3

Filtered by structure, those above containing a halogen (9)
SMILES | TDP2 inh | UHRF1 MBD2 ctr | KLK7 zymogen act | SIAE inh | MBD2 DNA inh | Tn6 DDE FP | LEDGF integ inh | TCR CD3 inh | PRMT1 inh | Tn7 DDE FP
O=C(NNC(=O)c1ccccc1Cl)c1cc2cc(OC(F)(F)F)ccc2[nH]1 | 4 | 1 | -0.3 | -13 | -1 | -10 | -3 | -5 | 7 | -1
O=c1oc2ccc(Cl)cc2nc1/C=C(\O)c1ccco1 | -13 | 4 | -0.4 | 1 | -2 | 0 | -1 | -5 | 12 | 0
COc1cccc(C2Nc3c(F)cc(Br)cc3C3C=CCC32)c1OC (stereo unspecified) | 9 | -2 | -0.6 | 2 | 1 | -3 | 0 | 2 | -3 | -2
O=C(COc1ccccc1Cl)N1CCc2ccccc2C1 | -6 | 0 | -0.1 | -3 | -4 | 6 | 0 | 0 | 4 | 8
O=[N+]([O-])c1cc(-c2cnc3ccccc3n2)ccc1Oc1ccc(Cl)cc1 | 3 | -2 | 0.0 | 7 | -2 | -7 | 1 | 1 | -1 | -5
CC(C)(C)NS(=O)(=O)c1ccc(CCC(=O)Nc2cc(Cl)ccc2Oc2ccccc2)cc1 | -1 | 2 | -0.2 | -22 | -5 | -3 | 1 | -7 | 0 | -1
CCc1ccc(NC(=O)CSc2nnc(CNC(=O)c3c(F)cccc3Cl)o2)cc1 | -2 | -1 | 0.0 | 4 | -1 | 9 | 2 | 4 | 1 | 0
Cc1oc(-c2cccc(F)c2)nc1CN1CCCN(C(=O)c2ccco2)CC1 | -1 | 0 | 0.9 | 4 | 2 | 10 | 1 | 0 | 3 | 1
O=C(CSc1nnc(CNC(=O)c2cccs2)o1)Nc1ccc(F)cc1F | 2 | 0 | -0.3 | -2 | 4 | 0 | -1 | -7 | 4 | 3

High-throughput results deposited in PubChem BioAssay by The Scripps Research Institute Molecular Screening Center.
